# Source: PubChem BioAssay
# Mm-Cpn inhibitor: blocks the Methanococcus maripaludis chaperonin Mm-Cpn | purified Mm-Cpn ATPase, ADP Transcreener TR-FRET | Potency, µM (highest dose often 76.9 µM), inactives show at the top dose activity, negative = inhibition, hits mostly inhibitors | hit rate 0.031% among 330,000 | AID 504842; also: potency is read from the fitted curve at half-maximal effect; % is scaled to controls: 0 for no effect and ±100 for the full control effect; nearly all actives have a fitted effect of over 80% in size
#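 Measured: ADP formation by purified Mm-CPN. Conditions: 25 nM protein, 10 uM ATP, Tris pH 7.4 with Mg2+, K+ and DTT, 37°C for 30 min. Detection: Transcreener HTRF after 30 min at room temperature.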
# Nrf2 activator: Nrf2 pathway activation. AREc32 ARE-luciferase reporter (MCF7-derived line), luminescence, 24 h. Potency, µM (titrated, usually from 46.1 µM), inactives show at the highest dose activation, usual class: activators. hit rate 0.31% among 410,000. AID 624171; also: potency is read from the fitted curve at half-maximal effect; % of control where 0% means no effect; nearly all actives have a fitted effect of over 65% in size
#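 AREc32 cells carrying an ARE-driven firefly luciferase reporter were seeded at 1000 cells/well in OPTI-MEM with 5% FBS, then exposed to compound for 24 hr at 37 deg C. Luminescence was read with Steady-Glo after 30 min at RT.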
# TGFb SMAD3 inh: TGF-b pathway inhibition | Potency, µM (highest dose often 46.1 µM), without a hit: top-dose activity, negative = inhibition, hits mostly inhibitors | hit rate 1.2% among 410,000 | HepG2 CAGA-GFP TGF-b/SMAD3 reporter, GFP fluorescence, 18 h; TGF-beta stimulated, 500 pg/mL final; also: potency is read from the fitted curve at half-maximal effect; % is scaled to controls: 0 for no effect and ±100 for the full control effect; nearly all actives have a fitted effect of over 65% in size
#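 HEPG2 CAGA-GFP reporter cells (1000/well, DMEM with 1% FBS) received compounds, then recombinant TGF-beta at 500 pg/mL final for 18 hours at 37 degrees C. Per-cell GFP summed per well was normalised to unstimulated and stimulated DMSO controls before curve fitting.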
# pAkt inh: Akt phosphorylation inhibition | Neuro2A IGF-stimulated pAkt S473 HTRF, 20 min; active compounds read low | AID 651550 | hit rate 0.32% among 360,000 | activity change, % for hits at 50 µM; in the data active = activity change below about -80%; inconclusive = mostly about -51% to -80%; also: % is scaled to controls: 0 for no effect and ±100 for the full control effect
#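 Single-point screen (50 µM final compound) in Neuro2A cells stimulated 20 min with 6 nM IGF at 37 deg C. After lysis, Ser473-phosphorylated Akt read by HTRF (ex 330 nm, em 615/665 nm) as the 665/615 ratio.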
# A549 viability: counter-screen for Nrf2 inhibitors: cytotoxicity in A549 cells | hit rate 0.16% among 390,000 | AID 504648 | Potency, µM (titrated, usually from 46 µM), for the others: at the top dose activity change, negative = cytotoxicity, actives largely listed as inhibitors | A549 ARE-Fluc cells, CellTiter-Fluor viability, 18-24 h; also: potency is read from the fitted curve at half-maximal effect; % is scaled to controls: 0 for no effect and ±100 for the full control effect
#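 Cytotoxicity counterscreen: CellTiter-Fluor fluorescence was measured in A549 ARE_Fluc cells after 18-24 h of compound exposure in a concentration series. The subsequent BugLite luminescent read reports ARE-luciferase activity.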
# CCT chaperon mod: cytosolic chaperonin activity modulation. hit rate 0.3% among 360,000. activity change, % (test concentration not listed), hits read low. purified chaperonin ATPase assay, HTRF ADP detection, 30 min; in the data active = activity change below about -30%; also: % is scaled to controls: 0 for no effect and ±100 for the full control effect
#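 First, chaperonin was dispensed at 40 nM or 20 nM final depending on batch activity. Next, compounds were pinned at 76 uM and ATP added at 10 uM. After 30 min at 37 °C, ADP detection reagents ran 30 min at ambient temperature.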
# EPAC2 agonist: agonists of human EPAC2 (RAPGEF4). EPAC2 activation, biochemical qHTS; response scale: 100% = 6.5 mM cAMP response. hit rate 0.079% among 360,000. Potency, µM (top dose mostly 154 µM), inactives show at the top dose activation, usual class: activators. Q8WZA2; also: potency is read from the fitted curve at half-maximal effect; nearly all actives have a fitted effect of over 50% in size
# Target sequence (Q8WZA2 whole entry, looked up): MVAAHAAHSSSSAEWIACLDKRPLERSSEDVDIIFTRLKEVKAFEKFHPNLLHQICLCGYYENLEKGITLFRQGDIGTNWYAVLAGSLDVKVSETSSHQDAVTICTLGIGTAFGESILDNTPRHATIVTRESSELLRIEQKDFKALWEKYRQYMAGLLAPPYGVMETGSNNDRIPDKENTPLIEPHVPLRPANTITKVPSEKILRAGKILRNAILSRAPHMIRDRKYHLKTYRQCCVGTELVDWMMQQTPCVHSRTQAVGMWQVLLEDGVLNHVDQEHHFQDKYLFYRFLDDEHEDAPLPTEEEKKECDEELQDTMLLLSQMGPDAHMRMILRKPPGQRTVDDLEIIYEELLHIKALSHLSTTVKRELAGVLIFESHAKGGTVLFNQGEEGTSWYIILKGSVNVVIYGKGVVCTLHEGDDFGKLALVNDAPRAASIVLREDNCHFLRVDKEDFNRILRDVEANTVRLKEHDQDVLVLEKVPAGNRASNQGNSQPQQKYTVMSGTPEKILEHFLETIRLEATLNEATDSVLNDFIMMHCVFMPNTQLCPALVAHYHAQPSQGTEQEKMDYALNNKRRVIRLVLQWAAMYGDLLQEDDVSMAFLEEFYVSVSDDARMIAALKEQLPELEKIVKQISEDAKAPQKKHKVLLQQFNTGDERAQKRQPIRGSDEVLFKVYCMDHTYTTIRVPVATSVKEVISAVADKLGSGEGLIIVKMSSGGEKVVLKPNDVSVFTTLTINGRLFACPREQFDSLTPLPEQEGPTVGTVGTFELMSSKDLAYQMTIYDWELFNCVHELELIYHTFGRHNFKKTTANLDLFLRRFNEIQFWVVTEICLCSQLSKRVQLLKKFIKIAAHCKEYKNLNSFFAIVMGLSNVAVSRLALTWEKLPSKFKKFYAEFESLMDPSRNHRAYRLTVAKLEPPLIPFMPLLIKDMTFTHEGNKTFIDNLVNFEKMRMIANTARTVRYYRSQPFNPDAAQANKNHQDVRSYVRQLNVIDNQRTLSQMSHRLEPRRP
#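 Compounds were added across a concentration range to EPAC2 (100 nM), RAP1B-BODIPY-GDP (250 nM) and GDP (50 uM). After 5 min at room temperature, fluorescence was recorded at 5-min intervals for 30 min.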
# Nrf2 block: Nrf2 pathway inhibition; A549 ARE-Fluc reporter, luciferase luminescence, 18-24 h; Potency, µM (doses to about 46 µM), inactives show top-dose activity change, negative = inhibition, actives largely listed as inhibitors; hit rate 2.1% among 360,000; AID 504444; also: potency is read from the fitted curve at half-maximal effect; % is scaled to controls: 0 for no effect and ±100 for the full control effect; nearly all actives have a fitted effect of over 60% in size
#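 Two sequential reads on A549 ARE_Fluc cells exposed to compound for 18-24 h: a CellTiter-Fluor fluorescence read for viability, then a luciferase luminescence read for Nrf2/ARE activity.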
# EPAC2 antagonist: EPAC2 (human) antagonism | hit rate 0.18% among 360,000 | EPAC2 GEF exchange of Rap1B-BODIPY-GDP, fluorescence | Potency, µM (titrated, usually from 114 µM), without a hit: at the highest dose activity, negative = inhibition, actives largely listed as inhibitors | AID 720708 | Q8WZA2; also: potency is read from the fitted curve at half-maximal effect; % is scaled to controls: 0 for no effect and ±100 for the full control effect; nearly all actives have a fitted effect of over 45% in size; many of its hits are not listed in these tables
# * hit, by the source's call; i = inactive; u = inconclusive; x = no result given; & = joins results of further samples; [ ] = dose if it differs, or a comment. Unless noted, calls follow the shape of the dose curve; as a rule, active = well fitted curve in the direction sought with a large enough effect; inconclusive = small, poorly fitted or top-dose-only effect, or another doubt; inactive = no such curve, though single readings can be large; an effect the other way counts as inactive or inconclusive. The list is partial (hit frequency here may not be typical).
SMILES | Mm-Cpn inhibitor | Nrf2 activator | TGFb SMAD3 inh | pAkt inh | A549 viability | CCT chaperon mod | EPAC2 agonist | Nrf2 block | EPAC2 antagonist
COc1ccc(CNC(NC(=O)c2ccccc2)(C(F)(F)F)C(F)(F)F)cc1 | 2% | 0.0% | -11% | i | -1% | -1.2 | 0% | -27% | 3%
O=C(CCc1ccc(S(=O)(=O)N2CCCCC2)cc1)c1nnc(-c2ccccc2)o1 | -17% | 5.0% | -1% | i | -6% | -0.9 | 3% | 10% | 2%
CCOc1cc(C2C3=C(CCCC3=O)NC3=C2C(=O)CCC3)cc(Cl)c1O | 2% | -0.4% | -8% | i | 5% | -2.0 | -5% | 16% | -2%
O=C(CCOc1ccccc1)N1CCN(c2ccc(O)cc2)CC1 | 2% | -0.2% | 3% | i | -5% | -0.9 | 7% | u | 2%
Cc1ccc2nc(-c3cccc(NC(=O)c4cccc5ccccc45)c3)oc2c1 | x | 4.7% | -17% | x | -1% | x | x | u | x
Cc1ccc(N=CC2=C(O)CC(c3ccccc3Cl)CC2=O)cc1 (centres undefined) | 2% | -0.5% | 16% | i | -7% | -2.4 | 5% | 1% | 2%
CC(=O)Oc1ccc(/C=N/NC(=O)C2CCCN2S(=O)(=O)c2ccc(Cl)cc2)cc1 (centres undefined) | 0% | 0.5% | -2% | i | -3% | -0.1 | 3% | u | 3%
Cc1nc([N+](=O)[O-])c(N2CCN(Cc3ccccc3)CC2)n1Cc1ccccc1 | 1% | -0.5% | 0% | i | -2% | -2.3 | 6% | 16% | -3%
CCOc1cccc(C(=O)Nc2cc(-c3ccc(C)cc3)no2)c1 | x | 4.0% | u | x | 4% | x | x | -13% | x
C=CCNC(=S)NNC(=O)c1cccn(Cc2ccc(Cl)cc2Cl)c1=O | 1% | -0.4% | -26% | i | 0% | 3.2 | -4% | -18% | 5%[57.1 µM]
COc1ccc(CCNC(=O)COC(=O)c2cnc(C)cn2)cc1OC | -1% | -0.6% | 21% | i | 0% | 1.3 | 12% | 15% | 2%
Cc1cccc(NC(=O)Cn2c(O)c(N=NC(=O)c3ccccc3O)c3ccccc32)c1 | 0% | 2.5% | 0% | i | u | -6.2 | -3% | u | 2%
COc1ccc(C(=O)N2CCN(c3ccccn3)CC2)cc1 | -4% | -0.7% | -2% | x | -10% | -3.1 | 11% | 2% | -3%
Cc1ccc(S(=O)(=O)NCC(=O)OCC(=O)N2CC(=O)Nc3ccccc32)cc1 | 3% | -0.3% | -6% | i | 2% | -1.0 | 9% | 8% | 3%
COc1cc(OC)nc(NC(=O)CSc2nnc(-c3ccccc3)n2C2CCCCC2)n1 | x | -0.1% | -9% | i | 0% | -0.2 | 2% | -1% | -1%
Cc1cccc2c(=O)n(C(=O)c3ccccc3)c(N)nc12 | x | u | -10% | i | x | 1.5 | -9% | x | 0%
COc1ccc(OC)c(S(=O)(=O)N(C(C)=O)c2ccc3oc(=O)sc3c2)c1 | 1% | -0.2%[9.22 µM] | 3% | i | -5% | -1.8 | -3% | 10% | -9%
CCCCc1c(O)nc(SCC(=O)Nc2ccc3c(c2)CCC3)[nH]c1=O | 1% | 0.4% | u | i | -5% | -1.3 | 13% | x | -2%
Cc1nc(SCC(=O)N2CCN(c3ccccn3)CC2)c(C#N)c(C)c1C | 3% | -1.0% | 3% | i | 1% | 3.1 | 5% | -22% | -1%
COc1ccc(SC[C@H](Cc2ccccc2)N2CC[C@@H](O)CCC2=O)cc1 | 1% | -0.7% | 7%&1% | i | -1% | -12 | 0% | 5% | 0%
CCN(CC(=O)N1CCC(C(N)=O)CC1)S(=O)(=O)c1ccc(Cl)cc1 | -2% | 0.4% | 7% | i | 4% | -0.4 | -3% | 14% | 16%
COc1cccc(C(O)c2ncc(-c3cccc(F)c3)[nH]2)c1 (centres undefined) | x | 2.7% | 39%[activator] | x | x | -2.3 | 8% | x | -1%
Cc1cc(C(=O)NCCN2CCN(c3cccc(Cl)c3)CC2)n(-c2ccccc2)n1 | 2% | -1.4% | u | i | -13% | -0.3 | 9% | 8% | -4%
COc1cc2c(cc1OC)-c1cc(Nc3ccccc3Br)nc(=O)n1CC2 | 2% | 6.0% | 37%[activator] | i | 4% | 1.4 | 13% | -47% | -5%
S=c1[nH]nc(-c2ccco2)n1-c1ccc(Cl)cc1 | -23% | 0.4% | 13% | i | 1% | 1.0 | 1% | -14% | 10%
COc1ccc(-c2nnc(SCc3cc(C)ccc3C)n2N)cc1 | 0% | -0.7% | -12% | x | -8% | -5.2 | 4% | -9% | 4%
C=C1[C@H](C)CN(S(=O)(=O)C(C)(C)C)[C@H]1CCO | x | 0.2% | 23% | i | 5% | -3.6 | 7% | 11% | 15%
Cc1cccnc1C(NC(=O)C1CCN(CCOc2ccc(Cl)cc2Cl)CC1)c1ccc(Cl)cc1 (centres undefined) | x | -0.6% | u | i | x | 0.4 | -2% | x | 7%
CC(=O)NC(=O)NC1OC(=O)C(Cl)=C1Cl (centres undefined) | -5% | 5.9% | -2% | i | 2% | 0.4 | 1% | 2% | 14%
CCc1ccc(C(=O)NNc2ccccc2F)cc1 | 0% | 0.7% | 0% | i | 1% | 0.7 | -1% | u | 5%
O=C(COc1ccc2ccc(=O)oc2c1)N1CCN(c2ccc(F)cc2)CC1 | -6% | 3.3% | 5% | i | -4% | -1.1 | -4% | -11% | -15%
O=C(NCCC1=CCCCC1)c1cccc2c1C(=O)N(C1CCCCC1)C2 | 1% | -0.1% | 1% | i | 7% | -1.9 | 7% | 4% | 16%
O=C(/C=C/c1ccc(Cl)c([N+](=O)[O-])c1)Nc1ccc(N2CCCC2)cc1 | -2% | u | 0% | i | 4% | -3.0 | 1% | 4% | -2%
Cc1cc(C)nc(NC(=O)c2csnn2)c1 | -6% | 0.0% | -7% | i | -4% | -2.2 | 8% | u | 3%
CC(=O)Nc1cc2c3c(c1)CCC(=O)N3CCC2 | -1% | -0.6% | 3% | i | 3% | -1.9 | 4% | -13% | 0%
CCCCCCCCN1C(=O)[C@H](CC(=O)N2CCOCC2)C[C@@]2(C(=O)OC)CCCCC=C12 | x | 0.5% | x | i | x | -2.5 | -8% | x | -19%
c1cncc(Nc2nc(-c3cccs3)cs2)c1 | -7% | u | 9% | i | 9% | -1.6 | 16% | x | 2%
Cc1cc(C)cc(C(=O)NC(CC(N)=O)c2ccc(N3CCN(c4ccccn4)CC3)c([N+](=O)[O-])c2)c1 (centres undefined) | 0% | 0.3% | -32% | i | -3% | -0.3 | -4% | 3% | -13%
N/C(=N\OC(=O)c1ccc(F)cc1)c1ccc(Br)cc1 | 1% | u | -4% | i | -8% | -0.2 | -1% | u | 5%
CC(=O)Nc1cc(-c2cccnc2)cn2c(-c3ccc(F)cc3)cnc12 | x | 4.9% | -19% | i | x | -1.3 | 5% | x | -12%
O=C(O)/C=C/c1coc2ccc(F)cc2c1=O | 1% | 6.6% | -5% | i | -1% | -0.5 | 1% | -1% | 6%
COc1cc(/C=N/NC(=S)NCCc2ccccc2)cc(OC)c1OC | -2% | 12% | u | i | 5% | 0.8 | 6% | -2% | -6%
S=c1nc(-c2ccccn2)c(-c2ccccn2)n[nH]1 | x | -0.2% | -1% | i | x | -1.0 | 4% | x | -10%
C/C=C(\C)C(=O)Nc1cccc(C2=NOC3(C2)C[C@@H](C(N)=O)N(C(=O)c2cc([N+](=O)[O-])cc([N+](=O)[O-])c2C)C3)c1 (some centres undefined) | -1% | 2.7% | 6% | i | -1% | 0.2 | -5% | 7% | 1%
CCCn1c(SCC(=O)NCc2ccccc2Cl)n[nH]c1=O | -4% | 0.5% | -9% | i | -10% | -1.0 | -4% | -19% | 1%
CCC1CCCCN1C(=O)Cn1c(=O)n(CCCC(=O)NCc2ccco2)c(=O)c2sccc21 (centres undefined) | 1% | -0.8% | -4% | i | -1% | -2.4 | 15% | 6% | -11%
O=c1oc2ccccc2cc1N1CCOCC1 | 1% | -0.2% | 16% | i | 12% | 0.3 | 8% | 1% | 10%
CCC(C(=O)NCc1ccc(F)cc1)N(Cc1cccs1)C(=O)c1snc(C(N)=O)c1N (centres undefined) | 1% | -0.7% | -24% | i | 0% | -1.2 | 6% | 6% | -2%
Cc1cc(C(=O)N2CCCC2(C)C(=O)NCC(C)C)nn1C(C)(C)C (centres undefined) | x | -0.2% | 5% | i | x | 0.4 | 7% | x | 3%
C[C@H](O)[C@@H]1C(=O)N2CCc3ccc(N4CCN(C)CC4)cc3[C@@H]2C[C@@H]1N(C)C(=O)c1ccc(C#N)cc1 | x | -0.7% | 4% | i | 1% | 0.8 | 4% | 2% | 0%
CCCn1c(=O)c(C(=O)NCCc2ccc(OC)c(OC)c2)c(O)c2ccccc21 | 0% | 1.8% | u | i | 14% | 0.0 | 25% | -6% | -3%
O=[N+]([O-])c1cc(S(=O)(=O)N2CCOCC2)ccc1OCc1ccccc1C(F)(F)F | -2% | -0.4% | -14% | i | 4% | 2.0 | -11% | 2% | -3%
COc1ccc(C(=O)Oc2cc(-c3ccc4c(c3)OCO4)cc(=O)c3c(C)oc(C)c23)cc1 | x | 0.0% | 54%[activator] | x | -7% | x | x | 18% | x
CCC1=C(c2ccc(C)cc2)S(=O)(=O)N=C1N1CCC(C(=O)NCCCN2CCCCC2C)CC1 (centres undefined) | 0% | -0.1% | -11% | x | 0% | 0.2 | 0% | 11% | 2%
CCC(=O)N/C(=N/c1nc(C)cc(C)n1)Nc1cccc(OC)c1 | 0% | -0.8% | -6% | i | -3% | 2.0 | -4% | -22% | 5%
